# Source: PubChem (several laboratories)
# V-ATPase pH = regulators of yeast V-ATPase proton pumping, primary screen, pHLuorin cytosolic pH fluorescence; S. cerevisiae; response, % at 10 µM; AID 504577, 2011; 350,000 tested, 0.37% active; in the data active = response mostly above about 7.3%, no sharp cut-off; inactive = mostly below about 5.4%; note: actives read high; inactives centre near 0; some compounds called inactive have numbers as strong as hits; reference of the scale not given here
# Keap1 Nrf2 FP = Keap1-Nrf2 protein-protein interaction inhibitors, primary screen, biochemical, fluorescence polarization, single point. AID 504523, 2011. 340,000 tested, 0.15% active. Kelch-like ECH-associated protein 1 (Homo sapiens), Q14145. inhibition, % at 9.4 µM. Keap1 Kelch-Nrf2 peptide fluorescence polarization, 1536-well; in the data active = inhibition above about 12%;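 note: human Keap1 Kelch domain with fluorescein labeled Nrf2 9mer peptide probe; 0% = neutral control wells and 100% = peptide positive control; higher means more block of Keap1 binding to Nrf2 peptide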
# cardiac RTF act = cardiac RTF calcium sensitivity activators, primary screen, biochemical, IANBD-TnC fluorescence, EC20 calcium; activation, % at 7.2 µM; IANBD-labeled TnC RTF fluorescence at EC20 calcium; 0% EC20 calcium, 100% full calcium; AID 493008, 2010; Troponin I, cardiac muscle (Homo sapiens) + Troponin T, cardiac muscle (Homo sapiens) + …; 340,000 tested, 0.24% active;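 active = activation above the mean over all tested compounds plus 3 SD, cut at about 30% in these data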;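 note: rise in fluorescence read as greater calcium sensitivity of cardiac thin filaments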
# OPRM1-OPRD1 ag = agonists of OPRM1-OPRD1 heterodimerization, primary screen, cell-based, luminescence. Mu-type opioid receptor (Homo sapiens) + Delta-type opioid receptor (Homo sapiens), …. cells. activation, % at 9.3 µM. 340,000 tested, 0.3% active. AID 504326, 2011; in the data active = activation above about 18%;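 note: 0% = vehicle-treated cells and 100% = reference agonist; values of inactives mirror those of a sister screen read the other way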
# Target sequence (P35372 whole entry, looked up): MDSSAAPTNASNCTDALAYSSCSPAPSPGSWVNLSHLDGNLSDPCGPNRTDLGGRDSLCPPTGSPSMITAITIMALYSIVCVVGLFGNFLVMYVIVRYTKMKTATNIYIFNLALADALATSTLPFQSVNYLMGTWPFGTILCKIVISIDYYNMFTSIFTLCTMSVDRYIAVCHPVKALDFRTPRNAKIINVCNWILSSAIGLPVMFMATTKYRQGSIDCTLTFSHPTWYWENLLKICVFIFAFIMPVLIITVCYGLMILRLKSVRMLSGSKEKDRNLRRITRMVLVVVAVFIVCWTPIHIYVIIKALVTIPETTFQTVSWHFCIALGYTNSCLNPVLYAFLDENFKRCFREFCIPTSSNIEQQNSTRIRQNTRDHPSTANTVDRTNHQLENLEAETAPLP
# Target sequence (P41143 whole entry, looked up): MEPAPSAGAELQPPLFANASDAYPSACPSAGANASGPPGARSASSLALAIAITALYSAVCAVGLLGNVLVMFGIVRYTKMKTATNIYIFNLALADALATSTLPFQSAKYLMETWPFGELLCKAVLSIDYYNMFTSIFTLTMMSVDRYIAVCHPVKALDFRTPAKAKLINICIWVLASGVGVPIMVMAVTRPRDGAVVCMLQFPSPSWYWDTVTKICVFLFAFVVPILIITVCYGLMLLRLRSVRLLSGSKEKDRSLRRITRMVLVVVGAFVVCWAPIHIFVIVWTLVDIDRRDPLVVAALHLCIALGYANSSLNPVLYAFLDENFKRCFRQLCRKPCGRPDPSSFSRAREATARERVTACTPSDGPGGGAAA
# Pemphigus Ab inh = inhibitors of pemphigus antibody binding to DSG3, primary screen, biochemical, bead-based, flow cytometry, scFv-GFP | 310,000 tested, 0.48% active | DSG3-coupled beads, scFv-anti-DSG3-GFP binding; stronger effect = lower value | binding (percent of control), % at 10 µM;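 active = binding more than 3 SD below its plate's average and above zero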;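 note: hits lower antibody fragment binding to DSG3; some compounds called inactive have numbers as strong as hits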
# Arr AP2 block = inhibitors of beta-arrestin/AP2 binding, primary screen, biochemical, GPCR trafficking, flow cytometry. beta-arrestin 1 C-terminal peptide binding to AP2 beta2-adaptin appendage (human). FITC-arrestin peptide / GST-AP2 beads; AP2 beta2 appendage carries R879A mutation. inhibition, % at 10 µM. 340,000 tested, 0.31% active;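 active = inhibition above a set limit, near 3 SD of compounds lacking own fluorescence, cut at about 54% in these data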;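 note: plate controls were DMSO wells for no effect and 5 µM unlabelled arrestin peptide for full effect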
#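 System: GST-AP2 R879A bound to glutathione beads, E. coli-expressed. Also added: 50 nM FITC-arrestin peptide. Schedule: compound with beads 12 min RT, then probe 1 h RT. Signal: bead flow cytometry, FITC channel. Read-out basis: percent response.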
# C-LANA FP = inhibitors of KSHV C-LANA binding to DNA, primary screen, biochemical, fluorescence polarization, FAM-LBS DNA, MBP-C-LANA, single point | AID 504423, 2011 | Kaposi's sarcoma herpesvirus LANA C-terminal domain (residues 932-1162) DNA binding | inhibition, % at 9 µM | 340,000 tested, 0.078% active;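 active = highest replicate inhibition at or above 60% at 9 µM, even if other replicates fall short; inactive = all replicates below 60% inhibition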;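 note: 0% = neutral control wells and 100% = 4 µM acridine orange control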
# Wnt act = Wnt/beta-catenin pathway activators, primary screen, cell-based, plate reader, single point; activation, % at 9.35 µM; 300,000 tested, 1.2% active; Wnt/beta-catenin reporter cell assay, activator; in the data active = activation above about 30%, passing the limit was not always enough;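 note: 0% = neutral control wells and 100% = positive control wells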
# Cardiac RTF inh = cardiac RTF calcium sensitivity inhibitors, primary screen, biochemical, IANBD-TnC fluorescence, EC70 calcium. Troponin I, cardiac muscle (Homo sapiens) + Troponin T, cardiac muscle (Homo sapiens) + …. IANBD-labeled cardiac RTF, Ca2+ fluorescence. inhibition, % at 7.15 µM. 340,000 tested, 0.12% active. AID 493244, 2011;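 active = inhibition above the mean inhibition of all tested compounds plus 3 SD, cut at about 17% in these data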;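 note: assay run at fixed EC70 calcium of 1.6 mM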
# MOR-DOR inv ag = inverse agonists of MOR-DOR heterodimerization, primary screen, cell-based, luminescence; AID 504357, 2011; 340,000 tested, 0.21% active; Mu-type opioid receptor (Homo sapiens) + Delta-type opioid receptor (Homo sapiens), …; cell-based MOR-DOR heterodimer luminescence, inverse agonism; inhibition, % at 9.3 µM; in the data active = inhibition above about 22%, passing the limit was not always enough;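 note: 0% = cells with DMSO and 100% = wells without cells with DMSO; values of inactives mirror those of a sister screen read the other way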
# * = called active by the depositor; nt = no result given. Rows were taken by chance. Share with any hit: about 3.1%.
# Every second line gives: V-ATPase pH	Keap1 Nrf2 FP	cardiac RTF act	OPRM1-OPRD1 ag	Pemphigus Ab inh	Arr AP2 block	C-LANA FP	Wnt act	Cardiac RTF inh	MOR-DOR inv ag
Cc1cc(C(=O)Nc2cccc(NC(=O)c3ccco3)c2)ccc1[N+](=O)[O-]
    3	-1	-1	-1.0	nt	-25	0.0	0	-9	5
CCOC(=O)Nc1ccc(C)cc1NC(=O)OCC
    0	-4	-2	-2.1	78	-6	-1.8	nt	-2	11
CN(C)c1ccc(C2N(c3ccc(F)cc3)C(=O)C3CCCN32)cc1 (stereo not drawn)
    -1	-1	4	-3.0	117	24	-1.6	2	-5	15
CCN1CCN(C(=O)c2cc(S(=O)(=O)Nc3ccc(S(C)(=O)=O)cc3)ccc2Cl)CC1
    10*	-3	12	-1.8	100	5	2.4	-3	0	9
O=C(c1ccco1)N(Cc1cccc([N+](=O)[O-])c1)c1ccc(Br)cc1
    -7	-4	-9	1.2	97	20	1.2	-1	5	-6
Cc1nnsc1C(=O)Nc1ccc(Cl)cc1Cl
    -1	4	-1	0.2	101	4	-0.8	3	-14	-1
CCCCCNC(=O)c1ccc2c(=O)[nH]c3c(C(=O)NCC4CCCO4)sc(=S)n3c2c1 (stereo not drawn)
    1	-7	-3	-2.5	nt	6	1.0	5	4	13
COC(=O)C1=C(C)N(CCc2c[nH]c3ccc(OC)cc23)C(=O)C1
    -2	-11	9	0.7	nt	10	1.6	0	-13	-3
Cn1c(O)c(N=NC(=O)CNC(=O)c2ccccc2)c2cc(Br)ccc21
    0	2	-7	-3.7	nt	22	0.1	2	-9	23
CN(C)CCCO[C@@H]1[C@H]2OC(C)(C)O[C@H]2O[C@@H]1[C@H](O)CO
    2	-1	0	-1.4	107	-1	1.3	1	11	8
COc1cc2oc(-c3ccc(O)cc3)cc(=O)c2c(OC)c1O
    1	-3	2	-0.1	96	-2	-0.2	1	-5	1
Cc1noc(/C=C/N(C)C)c1S(=O)(=O)N1CCC(C(=O)NC(C)(C)C)CC1
    3	-2	-4	-1.3	103	12	-0.2	0	9	7
CCOc1ccc(C(=O)Nc2nnc(SCC(=O)NCC3CCCO3)s2)cc1 (stereo not drawn)
    -2	0	-1	-6.2	109	22	-0.3	27	-3	20
O=C(O)CCNC1CCCCC1
    -9	1	-5	-0.4	97	9	-0.2	-1	-2	3
CCOc1ccccc1NC(=O)C(=O)CC(=O)c1cccc(OC)c1
    -1	-2	-4	-1.0	112	16	-2.3	-3	-8	5
CCC1S/C(=N/S(=O)(=O)c2ccc(N)cc2)NC1=O (stereo not drawn)
    2	1	4	-0.8	121	-15	2.5	-1	-2	4
CCC(c1ccccc1)c1nnc(NC(=O)c2ccco2)s1 (stereo not drawn)
    -4	nt	nt	nt	115	4	nt	0	nt	nt
COc1ccc(CC(=O)Oc2ccc(C(C)C)cc2)cc1S(=O)(=O)N1CCOCC1
    25*	-2	-4	-0.8	110	33	0.0	0	-7	4
CCc1ccc(C(C)NC(=O)C2(C)CC2(Br)Br)cc1 (stereo not drawn)
    -3	-3	-4	-1.0	92	6	4.4	0	-6	6
COc1ccc(C(=O)CSc2ccc(-c3ccc(C)cc3)nn2)cc1
    -1	0	7	2.0	101	7	1.3	2	-4	-11
C=CCNc1nc(Nc2ccccc2F)nc(OCC)n1
    0	-2	-2	-1.8	100	17	-1.1	18	-2	9
Brc1cnc(OCc2ccccc2)nc1OCc1ccccc1
    -1	-1	2	3.5	114	-5	0.6	-3	4	-17
C=CCn1c(O)c(C(CC)=Nc2ccccc2NC(=O)CC)c(=O)[nH]c1=O
    -2	-4	-3	-3.8	107	-7	0.1	-2	-8	18
O=S(=O)(NCC1COc2ccccc2O1)c1ccc2ccccc2c1 (stereo not drawn)
    -2	-6	11	3.9	103	11	1.3	-2	8	-20
Cc1cc(C(=O)N2CCN(S(=O)(=O)c3ccc(F)c(Cl)c3)CC2)c(C)o1
    3	4	-1	-1.6	102	6	1.3	0	-8	6
O=C(c1ccc(Cl)cc1)c1cnc(-c2ccc(Cl)cc2)s1
    -1	-3	-3	-1.8	93	1	-0.3	nt	1	9
Cc1cc2cc(NC(=O)c3ccco3)ccc2[nH]1
    -4	-8	4	-1.4	91	100*	0.5	nt	15	8
CN(C)/C=N/S(=O)(=O)c1cccn1-c1ncc(C(F)(F)F)cc1Cl
    4	-2	0	0.5	96	1	0.1	-2	-14	-4
CC(C)c1cc(NC(=O)CCl)on1
    -2	-5	-1	-0.2	93	5	3.0	0	9	1
COCCCNC(=O)C(=O)N/N=C/c1ccc(OCC(=O)Nc2cccc(Cl)c2C)c(OC)c1
    -7	3	-5	-0.6	105	-3	0.8	nt	-10	4
C=CCc1c(C)nc(SCc2ccccc2)[nH]c1=O
    -3	-3	0	0.2	111	10	1.0	0	-4	-1
CC(=O)Nc1ccc(NC(=O)C2CCCN2/C=C/C(=O)C(F)(F)F)cc1 (stereo not drawn)
    0	-3	1	1.1	102	-3	0.4	0	-2	-5
COc1ccc(C2C(C(N)=O)=C(C)Nc3nc(-c4ccccc4Cl)nn32)c(OC)c1 (stereo not drawn)
    0	-5	-6	-3.5	107	23	-1.6	4	0	17
Cc1ccc(NC(=O)Nc2cccc(C)n2)c(C)c1
    -2	1	3	5.0	97	-4	-0.2	39*	-5	-25
O=C1NCCC/C1=N\Nc1ccc(Br)cc1
    -5	-1	0	-4.2	nt	4	0.6	12	3	21
C#CCOCCOCCOCCNc1nc(N2CCN(C(=O)CCCCCCCCCCNC(=O)Cn3cc(C[C@@H](C)O)nn3)CC2)nc(N2CCN(C(=O)CCCCCCCCCCNC(=O)[C@@H](CCSC)n3cc(CCO)nn3)CC2)n1
    -6	-1	5	-1.4	116	3	0.7	nt	-3	7
CN1OC[C@@H]2CN(S(=O)(=O)c3ccccc3)[C@H](c3cccc(Br)c3)C[C@@H]21
    2	-3	-5	-0.1	89	23	-1.1	0	-4	0
Cc1cc(NC(=O)C(C)SCC(=O)N(C)CC(=O)Nc2ccccc2C(F)(F)F)no1 (stereo not drawn)
    3	-1	0	-1.3	95	10	-1.4	-3	-6	8
O=C(c1cccnc1)N1CCCc2ccccc21
    0	-1	0	-1.4	126	-1	0.6	nt	-15	8
Cc1ccc2nc(SCC(=O)NC3CCCCC3)nc(=O)n2c1
    6	2	-4	-1.6	101	15	0.2	-4	-8	10
CNS(=O)(=O)c1cn(CC(=O)NCc2ccc(OC)cc2)cc1S(=O)(=O)NC
    5	-3	0	-2.7	95	2	-3.0	0	3	13
CC(=O)C1=C(C)OC(N)=C(C#N)C1c1cccnc1 (stereo not drawn)
    -1	5	-4	-1.7	103	-3	2.6	-1	-5	9
O=C(Nc1cccc(Cl)c1)c1cnccn1
    2	0	2	0.5	106	32	-1.3	3	-9	-3
Cc1ccc(-n2c(=O)c3sccc3n(CC(=O)N3CCCC3)c2=O)cc1
    2	-3	4	-2.7	100	4	0.4	nt	-2	14
Cc1ccc(NC(=O)CCN2C(=O)c3ccccc3C2=O)cc1
    2	2	0	-0.8	112	19	5.0	1	0	4
O=C(Nc1ccc2c(c1)OCO2)C(c1ccccc1)N1CCN(C(=O)c2ccco2)CC1 (stereo not drawn)
    -1	-4	9	-0.7	100	-1	0.6	12	-6	4
CCc1ccc(OCC(=O)NNC(=S)NC(=O)C2CC2)c(Br)c1
    -2	0	-1	-4.3	nt	-1	2.0	3	-17	22
Cn1cnc2c(N/N=C/c3cccs3)ncnc21
    -2	3	nt	nt	99	4	-1.3	0	nt	nt
CC1(C(=O)O)CCC(C(=O)Nc2ccc3ccccc3c2)C1(C)C (stereo not drawn)
    0	3	-2	-1.7	104	-6	-0.8	-4	-11	8
O=C1c2cccc3cccc(c23)C(=O)N1OS(=O)(=O)c1ccc(Cl)cc1
    -2	-1	3	-3.6	87	-2	0.2	-5	3	17

# Continuation:
# Every second line gives: V-ATPase pH	Keap1 Nrf2 FP	cardiac RTF act	OPRM1-OPRD1 ag	Pemphigus Ab inh	Arr AP2 block	C-LANA FP	Wnt act	Cardiac RTF inh	MOR-DOR inv ag
CCN(CC)S(=O)(=O)c1ccc(O)c(NC(=O)c2cc(-c3cc(OC)c(OC)c(OC)c3)nc3ccccc23)c1
    1	-3	-1	0.8	nt	4	-0.9	nt	3	-6
C=CCNc1nc(N)c([N+](=O)[O-])c(NCc2ccccc2)n1
    0	-5	-1	2.0	102	21	1.2	nt	-13	-11
O=[N+]([O-])c1ccccc1/C=N/n1c(COc2ccccc2)n[nH]c1=S
    -2	-6	-1	2.6	100	-2	1.1	nt	-11	-13
Cc1cc(NC(=O)CSc2nnc(NCc3ccco3)s2)no1
    -6	2	-5	-2.8	nt	5	-0.1	1	-5	11
COc1ccc(C(CNC(=O)c2cc(S(=O)(=O)Nc3cccc(C)c3)ccc2C)N2CCCC2)cc1 (stereo not drawn)
    0	-3	4	-2.0	109	-10	-1.5	3	-2	10
CC(C)CCCC(C)NC(=O)c1cc(S(=O)(=O)N2CCCCC2)ccc1N1CCOCC1 (stereo not drawn)
    2	-4	1	-3.2	104	0	-0.8	-1	4	14
COc1ccc(C(=O)N=C2SC3CS(=O)(=O)CC3N2c2ccccc2)cc1OC (stereo not drawn)
    -2	-5	1	-3.5	107	11	-2.3	-2	-4	18
COc1ccc(/C=N/NC(=O)c2ccoc2C)cc1COc1c(C)cccc1C
    0	-2	2	3.9	90	3	-2.0	16	2	-21
Cc1ccc2nc(C)cc(Nc3ccc([N+](=O)[O-])cc3)c2c1
    0	-3	nt	nt	109	14	0.3	-8	nt	nt
O=S(=O)(NCCN1CCOCC1)c1cc(Cl)c(Cl)cc1Cl
    4	5	-8	0.6	112	6	nt	-1	-6	-3
CSc1nc(NC(C)C)nc(N2CCOCC2)n1
    -7	-1	-3	-2.4	nt	17	1.1	0	-7	11
O=C(Nc1ccccc1C1CC1)c1cccs1
    4	1	-3	-3.0	112	-3	0.1	1	-8	17
CCc1cccc(NS(=O)(=O)c2ccc3c(c2)n(C)c(=O)n3C)c1
    -1	0	2	-0.8	93	9	-0.5	0	-2	4
Cc1cc(C)nc(NC(=S)Nc2ccc(F)cc2F)c1
    -3	-1	2	0.7	106	-4	-1.2	0	4	-4
